# From PubChem
# uPA generation: blocks generation of uPA at the cell surface; hit rate 0.31% among 330,000; Potency, µM (titrated, usually from 38.3 µM), without a hit: at the highest dose activity change, negative = inhibition, actives largely listed as inhibitors; AID 540303; cell surface uPA generation assay, qHTS; active = well fitted inhibition curve with a large enough effect; inconclusive = small, poorly fitted or top-dose-only effect; inactive = no such curve, though single readings can be large or run the other way; tested in mouse RAW 264.7 cells; note: potency is the fitted concentration of half-maximal effect; % is set by controls: 0 for no effect and ±100 for the full control effect; nearly all actives have a fitted effect of over 55% in size
# ELG1 genotox: inducers of genotoxicity in HEK293T ELG1-luciferase cells | AID 504466 | hit rate 1.3% among 330,000 | HEK293T ELG1-luciferase reporter, luminescence, 16 h | Potency, µM (top dose mostly 46 µM), for the others: at the highest dose activity change, positive = activation, most hits filed as activators; note: potency is the fitted concentration of half-maximal effect; % of control where 0% means no effect; nearly all actives have a fitted effect of over 60% in size
#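 ELG1-luciferase HEK293T cells, 2,000/well; compound pinned in; 16 hr, 37 °C, 5% CO2; ONE-Glo, 30 min RT; luminescence on CCD imager.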
# Tb PFK inh: inhibitors of T. brucei phosphofructokinase. T. brucei PFK, ADP-Glo luminescence. Potency, µM (top dose mostly 57.5 µM), inactives show at the top dose activity, negative = inhibition, usual class: inhibitors. hit rate 0.17% among 330,000. AID 485367;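 note: potency is the fitted concentration of half-maximal effect; 0% = uninhibited 1x PFK enzyme wells and -100% = no-enzyme wells; nearly all actives have a fitted effect of over 60% in size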
# Target sequence (O15648 whole entry, looked up): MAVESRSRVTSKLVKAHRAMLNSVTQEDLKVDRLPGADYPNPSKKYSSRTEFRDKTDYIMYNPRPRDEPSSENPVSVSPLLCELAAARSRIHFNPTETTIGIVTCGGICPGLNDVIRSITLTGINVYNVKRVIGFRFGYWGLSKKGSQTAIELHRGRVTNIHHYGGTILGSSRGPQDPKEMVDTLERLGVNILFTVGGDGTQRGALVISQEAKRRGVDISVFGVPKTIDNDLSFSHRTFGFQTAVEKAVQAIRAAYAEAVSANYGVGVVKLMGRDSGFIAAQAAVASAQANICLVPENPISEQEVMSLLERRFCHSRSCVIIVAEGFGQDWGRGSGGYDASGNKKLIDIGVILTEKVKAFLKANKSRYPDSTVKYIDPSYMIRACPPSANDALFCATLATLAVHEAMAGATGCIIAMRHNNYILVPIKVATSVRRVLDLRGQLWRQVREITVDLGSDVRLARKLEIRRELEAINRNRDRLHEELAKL
#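 Compounds were pin-transferred as a titration series up to 57 uM into substrate buffer (0.5 mM F6P, 0.1 mM ATP, pH 8.0), then 1.25 nM PFK was added and reactions ran 45 min before ADP-Glo detection.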
# Coupling enz: counter-screen for Giardia aldolase inhibitors: coupling enzyme system. coupling enzyme system counterscreen, AmpLite Red fluorescence. activity change, negative = inhibition, % at 58.2 µM, hits read low. hit rate 0.67% among 290,000; in the data active = activity change below about -30%; note: % is set by controls: 0 for no effect and ±100 for the full control effect
#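 Counterscreen of the coupled detection system alone, without aldolase: glyceraldehyde-3-phosphate coupling enzymes plus AmpLite Red readout. Compounds at 57.5 uM final, 10 min RT preincubation, 20 min RT reaction, fluorescence 525/598 nm.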
# Gal4-VP16 FLuc: Gal4-VP16 reporter inhibition counter-screen; Drosophila S2 Gal4-VP16 UAS-luciferase, luminescence, 20 h; Potency, µM (doses to about 53.6 µM), without a hit: top-dose activity, negative = inhibition, actives largely listed as inhibitors; hit rate 3.5% among 310,000;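 note: Gal4-VP16 expression switched on by copper sulfate through the metallothionein promoter; potency is the fitted concentration of half-maximal effect; % is set by controls: 0 for no effect and ±100 for the full control effect; nearly all actives have a fitted effect of over 50% in size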
# Giardia killer: Giardia lamblia killing. Giardia lamblia trophozoite viability. activity change, % at 7.66 µM, hits read low. hit rate 0.15% among 340,000. AID 540267; in the data active = activity change below about -80%; inconclusive = between about -30% and that limit;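 note: parasites exposed to compound for two days anaerobically before the ATP read; % is set by controls: 0 for no effect and ±100 for the full control effect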
#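 Luminescence from cellular ATP indicates surviving trophozoites (100 cells/well) following 48 hrs anaerobic compound treatment at 37 deg C; signal develops 15-30 min at room temperature.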
# Rab9 promoter act: Rab9 promoter activation; Potency, µM (top dose mostly 9.22 µM), for inactives: at the top dose activation, negative = inhibition, actives largely listed as activators; Huh7 Rab9 promoter-luciferase reporter, luminescence, 24 h; hit rate 2.8% among 320,000; note: potency is the fitted concentration of half-maximal effect; % of control where 0% means no effect; nearly all actives have a fitted effect of over 60% in size
#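 Using Huh7 cells stably transfected with Rab9 promoter–luciferase, compounds were incubated 24 h at 37 °C, 5% CO2; luciferase luminescence was read 10 min after reagent addition.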
# FLuc counter: firefly luciferase modulation, counter-screen for miR-21 project | Potency, µM (series often up to 57.5 µM), for inactives: top-dose activity change, negative = inhibition, hits mostly inhibitors | AID 588342 | purified FLuc, Km substrates, luminescence inhibition | P08659 | hit rate 6.9% among 360,000;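 note: potency is the fitted concentration of half-maximal effect; plate controls were vehicle for no effect and reference inhibitor for full effect; nearly all actives have a fitted effect of over 55% in size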
# Target sequence (P08659 whole entry, looked up): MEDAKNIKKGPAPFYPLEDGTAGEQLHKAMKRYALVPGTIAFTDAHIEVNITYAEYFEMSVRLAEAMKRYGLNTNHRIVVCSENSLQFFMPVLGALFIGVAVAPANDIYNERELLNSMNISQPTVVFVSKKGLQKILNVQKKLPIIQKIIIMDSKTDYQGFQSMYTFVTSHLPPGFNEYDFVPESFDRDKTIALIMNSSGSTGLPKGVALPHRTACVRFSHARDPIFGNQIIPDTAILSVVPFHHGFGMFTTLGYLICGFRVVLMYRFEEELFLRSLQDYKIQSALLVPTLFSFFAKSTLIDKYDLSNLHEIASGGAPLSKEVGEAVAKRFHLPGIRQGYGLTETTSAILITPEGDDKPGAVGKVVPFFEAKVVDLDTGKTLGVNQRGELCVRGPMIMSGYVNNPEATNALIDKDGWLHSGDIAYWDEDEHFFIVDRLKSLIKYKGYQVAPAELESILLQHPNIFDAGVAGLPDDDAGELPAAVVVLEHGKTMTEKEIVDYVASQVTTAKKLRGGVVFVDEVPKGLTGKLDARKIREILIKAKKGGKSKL
#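 Purified P. pyralis luciferase, 10 nM final, with Km-level 10 uM D-luciferin and 10 uM ATP in 50 mM Tris acetate pH 7.5, 10 mM Mg acetate, 0.01% Tween-20, 0.05% BSA; 6-point qHTS titration about 60 µM downward; luminescence read.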
# NPC1 prom act: activators of NPC1 promoter; hit rate 2.4% among 320,000; Potency, µM (series often up to 9.22 µM), without a hit: at the highest dose activation, usual class: activators; AID 485313; Huh7 NPC1 promoter luciferase reporter, 24 h;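 note: potency is the fitted concentration of half-maximal effect; % of control where 0% means no effect; nearly all actives have a fitted effect of over 60% in size; reporter is driven by a mutant NPC1 promoter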
#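 NPC1 promoter–luciferase Huh7 cells; 24 h compound; luminescence.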
# RORg inh: ROR gamma (mouse) transcription inhibition; hit rate 5.4% among 310,000; Potency, µM (series often up to 53.6 µM), for inactives: at the top dose activity change, negative = inhibition, usual class: inhibitors; Drosophila S2 Gal4-RORgamma UAS-luciferase reporter, 20 h; P51450; note: potency is the fitted concentration of half-maximal effect; % is set by controls: 0 for no effect and ±100 for the full control effect; nearly all actives have a fitted effect of over 60% in size
#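 Compounds are pin-transferred onto Drosophila Schneider cells expressing a copper-inducible Gal4–ROR gamma transactivation domain fusion. After 1 hr, copper sulfate is added to 700 uM final; luciferase is read 20 hr later.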
# KCNH2 3.1 inh: blocks the human KCNH2 3.1 channel isoform | hit rate 0.95% among 340,000 | activity change, % (tested at about 1.8 µM) | U2OS KCNH2 3.1, thallium flux FluxOr; hits give low values;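 active = maximum activity change below -70%; inconclusive = maximum activity change from -70% to -50%; inactive = maximum activity change above -50%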;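 note: thallium influx rate constant from kinetic fluorescence after stimulation buffer; % is set by controls: 0 for no effect and ±100 for the full control effect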
#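 Kinetic fluorescence (2 min after stimulation buffer) measures Tl+ influx through KCNH2 3.1 expressed by viral transduction in U2OS cells; the rate constant is normalized against DMSO controls serving as positive and negative references.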
# * marks the source's active call; other numbers are inactive results; ? = inconclusive; nt = no result given; & = joins results of further samples; [ ] = dose if it differs, or a comment. Unless noted, calls come from the whole dose curve; as a rule, active = well fitted curve in the direction sought with a large enough effect; inconclusive = small, poorly fitted or top-dose-only effect, or another doubt; inactive = no such curve, though single readings can be large; an effect the other way counts as inactive or inconclusive.
# Each structure is followed by: FLuc counter, RORg inh, KCNH2 3.1 inh, Coupling enz, Gal4-VP16 FLuc, Tb PFK inh, NPC1 prom act, ELG1 genotox, Rab9 promoter act, uPA generation, Giardia killer
> CS(=O)(=O)N1CCC(C(=O)N2CCN(c3cccc(Cl)c3)CC2)CC1
  -4.3%, 3.3%, 5.3, -0.1, -2.2%, -21.3%, -2.0%, 4.5%, -1.5%, 2.6%, -19.0
> Cc1cc(C(=O)N2CCCC(N3CCN(c4cccc(C(F)(F)F)c4)CC3)C2)n[nH]1 (stereo not given)
  2.3%, ?, -15.0, nt, 1.9%, 11.0%, -4.4%, -12.6%, -1.3%, -2.8%, -12.0
> COc1ccc2nc(N3CCOCC3)cc(C)c2c1
  5.36µM*, 11.5%, 1.3, 0.6, -21.0%, -1.3%, ?, 8.2µM*, 2.82µM*, -29.3%, 1.0
> O=C(NC1CCS(=O)(=O)C1)/C(=C\c1ccccc1)NC(=O)c1ccccc1 (stereo not given)
  2.6%, 7.2%, -3.7, 0.7, 0.3%, -4.6%, 3.5%, 0.6%, -1.4%, 10.3%, 5.7
> O=C(NCc1ccc(Cl)cc1)C(=O)NCC1OCCN1S(=O)(=O)c1cccs1 (stereo not given)
  0.2%, 25.7%, -9.1, -1.3, -11.4%, ?, 0.7%, -0.7%, -3.8%, -3.4%, -4.1
> Cc1cc(C)cc(OCC(=O)Nc2ccccc2N2CCCCC2)c1
  2.2%, 9.4%, -32.2, 2.0, 4.8%, 1.9%, -2.6%, -12.0%, 18.0%, 3.4%, -10.0
> O=C(Nc1cccnc1)c1ccc([N+](=O)[O-])o1
  -0.4%, -38.4%, 16.6, -5.6, ?, -5.3%, -8.9%, -1.3%, 6.5%, ?, -85.8*
> O=C(CSc1ccc2c(c1)OCCO2)Nc1ccc(N2CCOCC2)cc1
  1.1%, 19.7%, -2.6, -2.4, -15.7%, -7.1%, 7.7%, -0.9%, -1.7%, 7.2%, -21.5
> COC(=O)[C@]1(Cc2ccccc2)N[C@H](CN(C)S(=O)(=O)c2ccc(OC(F)(F)F)cc2)[C@@H]2C(=O)N(Cc3ccccc3)C(=O)[C@@H]21
  nt, nt, -12.7, nt, nt, 5.7%, nt, -0.8%, nt, -7.9%, -9.3
> COc1cc2cc[n+](Cc3ccc([N+](=O)[O-])cc3)cc2cc1OC
  1.3%, 9.7%, 9.5, 0.6, -3.9%, -22.5%, -7.4%, -3.6%, -1.9%[1.84 µM], -11.3%, -27.2
> COc1cc([C@@H]2CC=C(C(=O)O)[C@H](c3ccc(Cl)cc3)N2S(=O)(=O)c2ccc(C)cc2)cc(OC)c1OC
  2.9%, nt, -14.0, nt, nt, -8.5%, 7.2%, 0.8%, -1.2%, 4.1%, -26.3
> O=C(NCc1ccco1)c1ccccc1-c1nc(-c2ccc(F)cc2)no1
  ?, 27.1%, -1.7, -1.5, 12.4%, -1.5%, -1.1%, -10.2%, 1.5%, -5.9%, -2.2
> O=C(COC(=O)/C=C/c1ccc(C(F)(F)F)cc1)Nc1ccc2[nH]c(=O)[nH]c2c1
  2.8%, nt, 1.1, nt, nt, -21.4%, -1.9%, 0.2%, 1.4%, -12.9%, 17.9
> O=C(c1ccncc1)N1CCN(S(=O)(=O)c2ccc3ccccc3c2)CC1
  -2.1%, 34.2%, 9.3, 1.8, -6.2%, -3.1%, -3.9%, -3.4%, -1.6%, -6.9%, 0.7
> O=C(O)CC(NC(=O)C12CC3CC(CC(C3)C1)C2)c1ccc(Cl)cc1 (stereo not given)
  1.9%, 1.1%, 1.3, 0.4, 0.9%, 0.4%, 2.0%, -0.4%, 0.5%, 0.5%, 10.4
> Cc1cc(-c2nnc3n2CCCCC3)c(C)n1-c1ccccc1
  ?, 18.8%, -1.5, -0.9, 0.3%, 2.6%, 1.9%, 8.2%, 8.1%, -5.9%, 3.9
> CCOC(=O)N/N=C(/C)c1ccc(N2C(=O)C3CCCCC3C2=O)cc1 (stereo not given)
  -2.8%, -16.5%, 2.8, -0.2, 0.9%, -0.4%, -1.0%, 1.3%, 5.6%, 1.3%, 2.6
> COc1ccc2c(c1)CCC(C)N2C(=O)C(=O)c1c[nH]c2ccccc12 (stereo not given)
  ?, 9.2%, 4.3, -4.1, -3.7%, -3.4%, -3.2%, 1.7%, -1.2%, -0.3%, 9.3
> COc1cc(C(=O)Nc2c(C(=O)N3CCOCC3)oc3ccccc23)cc(OC)c1OC
  1.0%, -5.1%, -34.2, nt, 0.6%, 0.5%, -7.3%, -2.6%, -1.5%, -3.8%, 5.7
> CCOC(=O)C1=NN(c2ccccc2)C2(S1)SC(C(C)=O)=C(C)N2c1ccccc1 (stereo not given)
  -0.3%, -21.3%, -15.6, -1.4, 13.4%, 1.9%, -0.2%, 8.3%, 2.3%, 0.9%, -20.0
> COc1cccc(C(=O)Nc2cnn(C(C)C)c2)c1
  ?, 4.7%, -3.7, -5.2, 0.2%, -7.2%, ?, ?, 2.51µM*, -5.4%, -9.3
> COc1ccc(/C=N/Nc2nonc2N)cc1
  ?, -8.0%, 4.9, 2.1, 3.6%, 3.4%, 12.9%, 2.6%, 23.5%, 1.9%, 12.9
> OCC1CCCN(C2CCN(Cc3nc(Cc4cccc(C(F)(F)F)c4)no3)CC2)C1 (stereo not given)
  3.7%, 6.8%, ?, -2.3, 8.1%, -9.9%, -1.8%, -3.2%, -5.9%, 2.5%, 2.3
> CCN1CCc2nc(NC(=O)CC(c3ccccc3)c3ccccc3)sc2C1
  -2.0%, -27.1%, -13.0, -1.5, -7.8%, -2.2%, 7.0%, -0.9%, 2.1%, -0.1%, 11.0
> COC(=O)Cc1ccc(NC(=O)c2ccc(C)c(C)c2)cc1
  3.01µM*, -0.4%, 12.7, -3.1, -19.1%, -0.8%, ?, 5.17µM*, 2.51µM*, -0.8%, -18.1
> COc1cccc(C(=O)Nc2cccc(OC(C)=O)c2)c1
  ?, 30.1%, 7.4, 2.3, -4.3%, 0.9%, ?, 6.2%, ?, -18.5%, -18.7
> CN1CCN(C2=C(Cl)C(=O)N(CCc3ccccc3)C2=O)CC1
  ?, -4.6%, 0.5, 3.1, 7.5%, 2.9%, 19.3%, 13.6%, ?, 1.2%, 7.6
> O=C(NCc1ccccc1)C1CCC(CNS(=O)(=O)c2cccs2)CC1 (stereo not given)
  -2.9%, 5.0%, -9.1, -0.9, 1.7%, -0.3%, 0.2%, -0.2%, 5.1%, -6.9%, -18.5
> O=C(NN=Cc1ccccc1C(=O)O)c1cccc(S(=O)(=O)Nc2cccc(C(F)(F)F)c2)c1
  nt, nt, -7.1, nt, nt, 0.1%, nt, 6.4%, nt, -16.1%, -6.6
> CC(=O)Nc1ccc(NC(=O)C(C)OC(=O)c2oc3ccccc3c2C)cc1 (stereo not given)
  -0.7%, nt, -0.6, nt, nt, -0.3%, -1.1%, ?, -1.7%, 1.9%, -12.7
> O=C(NCCCn1ccnc1)C(=O)Nc1ccccc1
  -8.3%, 10.7%, 2.8, 2.6, 5.8%, 0.0%, 1.9%, 4.4%, 13.9%, 0.8%, 14.9
> Clc1ccc(C2[C@H]3CN(CC4CCCCC4)[C@H](c4ccccc4)C34CC2(c2cccnc2)C4)cn1 (stereo not given in full)
  0.1%, -17.9%&-12.6%, ?, 0.5&0.0, -10.0%&-4.7%, -16.8%, -3.8%, -4.9%, -5.1%, 5.9%, 26.9
> COCCCN1C(=O)C2C(C(=O)Nc3cc(C)cc(C)c3)C3C=CC2(O3)C1C(=O)NC1CCCCC1 (stereo not given)
  -16.3%, 1.3%, 3.4, 3.4, 5.5%, -2.8%, -5.2%, 1.1%, -1.0%, -2.4%, -8.2
> COc1ccc(CNc2ccc(Cl)cc2)cc1Cn1ccnc1
  -6.8%, 15.2%, -15.0, -2.3, ?, ?, 0.1%, -6.1%, -3.2%, -0.3%, -18.1
> O=C(NCC1CCCO1)c1ccc(NC(=O)C2CC=CCC2C(=O)O)cc1 (stereo not given)
  -18.1%, -5.6%, 0.1, 1.3, -10.5%, nt, nt, nt, nt, 5.9%, -1.6

# Compounds as they come; 14% or so of the library scored in one or more.
